Screening data as filed in PubChem BioAssay.
HEK293 viab – counter-screen for SNCA expression inhibitors: cell viability; 150,000 compounds, 0.12% hits; AID 1671193; Potency, µM (doses to about 57.1 µM), without a hit: at the highest dose activity change, negative = cytotoxicity, most hits filed as cytotoxic; HEK-293-SNCA-luc viability, GF-AFC fluorescence, 24 h;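 note: potency is the fitted concentration of half-maximal effect; 0% = DMSO-treated cells and -100% = medium-only wells without cells; nearly all actives have a fitted effect of over 30% in size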
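HEK-293-SNCA-luc cells (1500/well) plated 24 h, then exposed 24 h to a dilution series; GF-AFC added 30 min at 37C, fluorescence 405/540 nm; normalised to medium-only and DMSO wells, Hill fit.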
NIH3T3 tox – NIH 3T3 cell cytotoxicity | 94,000 compounds, 4.3% hits | NIH 3T3 viability, CellTiter-Glo ATP luminescence, 48-72 h | Potency, µM (doses to about 96.7 µM), for the others: top-dose activity change, negative = cytotoxicity, usual class: inhibitors | AID 1345082; note: potency is the fitted concentration of half-maximal effect; nearly all actives have a fitted effect of over 55% in size
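Cytotoxicity is measured as loss of cellular ATP: NIH 3T3 cells (400/well) are exposed to compound for 48 or 72 hr at 37 °C, then CellTiter-Glo luminescence is imaged after 10 min at room temperature.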
IP6K1 inhibitor – blocks human inositol hexakisphosphate kinase 1. Q92551. IP6K1 kinase, ADP-Glo luminescence, 2 h; active compounds read low. activity change, % (series mostly up to about 58 µM). 140,000 compounds, 0.81% hits. AID 1645851; in the data active = activity change below about -25%
Target sequence (Q92551 whole entry, looked up): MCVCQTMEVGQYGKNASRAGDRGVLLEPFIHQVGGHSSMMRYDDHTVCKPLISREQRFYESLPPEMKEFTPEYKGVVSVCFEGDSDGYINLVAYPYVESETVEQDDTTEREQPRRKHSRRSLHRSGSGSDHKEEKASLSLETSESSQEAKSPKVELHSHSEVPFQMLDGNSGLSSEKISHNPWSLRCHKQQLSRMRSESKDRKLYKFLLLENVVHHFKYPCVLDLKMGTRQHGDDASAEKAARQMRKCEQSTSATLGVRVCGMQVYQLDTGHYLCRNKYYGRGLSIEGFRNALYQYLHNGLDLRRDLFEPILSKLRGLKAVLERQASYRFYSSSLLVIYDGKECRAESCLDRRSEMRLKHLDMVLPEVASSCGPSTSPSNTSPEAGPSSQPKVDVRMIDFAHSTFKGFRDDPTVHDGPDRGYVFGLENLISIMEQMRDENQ
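ADP-Glo luminescence measures ADP made by human IP6K1 during a 2 h RT reaction with ATP/IP6 (mix at 1.3 mM/130 uM); top library doses 57.5 and 19.1 uM final.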
HEK cytotox – kills HEK 293 cells | HEK 293 viability, ATP luminescence (CellTiter-Glo), 48-72 h | AID 1345083 | Potency, µM (top dose mostly 115 µM), for inactives: at the highest dose activity change, negative = cytotoxicity, actives largely listed as inhibitors | 94,000 compounds, 6.6% hits; note: potency is the fitted concentration of half-maximal effect; nearly all actives have a fitted effect of over 60% in size
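qHTS cytotoxicity; HEK 293, 250 cells/well; compound pinned; 48 or 72 hr, 37 degree Celsius, 5% CO2, 95% humidity; CellTiter-Glo, 10 min RT; luminescence (ATP).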
GPT2 inhibitor – GPT2 alanine aminotransferase inhibition | Q8TD30 | Recombinant GPT2, coupled pyruvate oxidase/HRP Amplex Red fluorescence | Potency, µM (series often up to 57.7 µM), inactives show at the highest dose activity change, negative = inhibition, most hits filed as inhibitors | 100,000 compounds, 0.25% hits | AID 1671188; note: potency is the fitted concentration of half-maximal effect; nearly all actives have a fitted effect of over 60% in size; many of its hits are not listed in these tables
Target sequence (Q8TD30 whole entry, looked up): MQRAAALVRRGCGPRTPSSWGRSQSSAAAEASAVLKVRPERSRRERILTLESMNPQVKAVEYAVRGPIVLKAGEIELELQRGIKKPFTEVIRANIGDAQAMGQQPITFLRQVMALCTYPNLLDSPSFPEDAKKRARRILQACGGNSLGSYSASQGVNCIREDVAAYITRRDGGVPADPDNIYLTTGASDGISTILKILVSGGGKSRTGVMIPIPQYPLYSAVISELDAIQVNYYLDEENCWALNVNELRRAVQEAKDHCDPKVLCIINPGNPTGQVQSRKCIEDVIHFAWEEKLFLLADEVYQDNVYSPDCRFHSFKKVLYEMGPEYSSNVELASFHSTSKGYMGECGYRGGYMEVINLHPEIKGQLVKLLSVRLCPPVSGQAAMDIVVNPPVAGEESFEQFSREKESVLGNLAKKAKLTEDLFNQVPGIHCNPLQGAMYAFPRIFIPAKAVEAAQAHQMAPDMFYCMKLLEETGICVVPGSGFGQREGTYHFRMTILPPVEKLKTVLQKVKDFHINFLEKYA
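GPT2 10ng/uL, a-KG 250uM, L-Ala 2mM, HEPES pH7.5 + 0.0001% Tween; 30 min RT. Then Amplex mix (PO/HRP/ThPP), 30 min RT dark, fluorescence. AOA 50uM used as positive control.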
Luciferase inh – inhibitors of firefly (Photinus pyralis) luciferase. P08659. purified P. pyralis luciferase, luminescence, biochemical. Potency, µM (titrated, usually from 115 µM), for the others: at the highest dose activity change, negative = inhibition, hits mostly inhibitors. 76,000 compounds, 2.5% hits. AID 1347043; note: potency is the fitted concentration of half-maximal effect; nearly all actives have a fitted effect of over 65% in size
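Purified P. pyralis luciferase (10nM final) in 50mM Tris acetate pH 7.5, 10mM Mg acetate, 0.01% Tween-20, 0.05% BSA with 10uM D-luciferin and 10uM ATP. Compounds titrated qHTS. Luminescence imaged on CCD.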
SNCA expr inhib – inhibitors of alpha-synuclein (SNCA) gene expression; AID 1671194; 140,000 compounds, 0.17% hits; HEK-293 SNCA-luciferase knock-in, luminescence, 24 h; Potency, µM (titrated, usually from 57.2 µM), for inactives: top-dose activity change, negative = inhibition, most hits filed as inhibitors;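 note: potency is the fitted concentration of half-maximal effect; plate controls were DMSO cells for no effect and cell-free wells for full effect; nearly all actives have a fitted effect of over 45% in size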
* = called active by the depositor; i = inactive; u = inconclusive; x = no result given; [ ] = dose if it differs, or a comment. Unless noted, calls come from the whole dose curve; as a rule, active = well fitted curve in the direction sought with a large enough effect; inconclusive = small, poorly fitted or top-dose-only effect, or another doubt; inactive = no such curve, though single readings can be large; an effect the other way counts as inactive or inconclusive. Unless noted, % is set by controls: 0 for no effect and ±100 for the full control effect. Only part of the results is shown; count on the stated rates, not on these rows.

SMILES | HEK293 viab | NIH3T3 tox | IP6K1 inhibitor | HEK cytotox | GPT2 inhibitor | Luciferase inh | SNCA expr inhib
Cc1ccccc1-c1cnc2n[nH]c(-c3ccc4c(c3)OCO4)c2n1 | -3%[87.6 µM] | 25µM* | 15 | 45µM* | u | 5%[172 µM] | u
O=C(NCc1ccccc1)c1ccccc1OC1CN(C2CCC2)C1 | 0% | -20% | -9 | u | i | 2% | -21%
CCn1nccc1C(=O)N1CCC2(CC1)CC(OCC1CC1)CCO2 (centres undefined) | -2%[12.5 µM] | -12% | -14 | -13% | i | -6% | -10%
COc1ccc(NC(=O)N[C@H]2[C@H](O)[C@@H](N3CCC(C(N)=O)CC3)[C@@H]3OC[C@H]2O3)cc1 | 13%[87.6 µM] | -4%[174 µM] | 24 | -8%[172 µM] | -15%[88.5 µM] | -20%[172 µM] | u
COCC1CCN(Cc2cc3cc4c(cc3nc2-c2ccc(Cl)cc2)OCO4)C1 (centres undefined) | 3% | u | 0 | u | i | u | 64%[activator]
O=C(c1ccccc1OCC1CCCN(C2CCCC2)C1)N1CCCC1 (centres undefined) | 1% | -12% | -3 | u | i | -4% | -12%
CCc1ccc(NC(=O)C(Cc2ccccc2)NS(=O)(=O)c2ccc3c(c2)c(=O)n(C)c(=O)n3C)cc1 (centres undefined) | -6% | x | 12 | x | x | x | u
O=C(NCc1cccc(F)c1)C1CCN(C(=O)c2ncn3c2COC(c2ccc(F)cc2)C3)CC1 (centres undefined) | 5% | 1% | 2 | 6% | i | 32µM* | 45%[activator]
Cc1noc(C)c1Cc1ccc(C(=O)N2CCC(c3nc(CCOCC4CC4)no3)C2)o1 (centres undefined) | -1% | u | -4 | u | -2% | x | 5%
CC(=O)c1c(C)oc2ccc(N(C(=O)c3ccncc3)S(=O)(=O)c3ccc(F)cc3C)cc12 | 10% | x | -6 | x | x | x | u
CN1C(=O)c2cccn2CC1C(=O)NCCCN1CCCc2ccccc21 (centres undefined) | -5% | -27% | -10 | -6% | -2% | 0% | 4%
Cc1ccc(C)c(NC(=O)C2CCN(c3cc(C)nc4c(-c5ccc(Cl)cc5)c(C)nn34)CC2)c1 | 28% | x | -8 | x | x | x | 28%
CCCNC(=O)N1CCN(C(=O)N2CC3CC(C2)[C@H]2CCCC(=O)N2C3)CC1 (some centres undefined) | -11% | -6% | 1 | -1% | i | 0% | 4%
CCNc1nccc(N2CCC(CC(=O)NCc3ccc(OC)c(OC)c3)CC2)n1 | -11% | u | 17 | u | i | 7% | 1%
COc1cc(-c2cc(C)c3c(OC)ccc(OC)c3n2)cc2c1OCCNC2 | 3% | 20µM* | 9 | u | i | 5% | -1%
CCCCC(=O)NCc1nc2cccnc2n1Cc1ccc(OC)cc1 | -15% | x | 13 | x | x | x | 4%
CC[C@H]1CN(S(=O)(=O)c2ccc(OC)cc2)CC[C@H]1CC(=O)N(CC)C(=O)NCCCN(C)C | -9% | i | -3 | -11% | 2% | -1% | 2%
Cc1ccc(NC(=O)Cn2c(=O)n(Cc3ccco3)c(=O)c3ccc(C(=O)NC4CCCC4)cc32)c(C)c1 | 6% | x | 0 | x | x | x | 15%
CCCS(=O)(=O)N1CCCC1C(=O)Nc1ccccc1-c1ccc(OC)cc1 (centres undefined) | -2% | i | 3 | 0% | u | -6% | 12%
CCCCC(=O)OC1=CN(Cc2ccccc2)S(=O)(=O)c2ccccc21 | 15% | x | 17 | x | x | x | 32%[activator]
CC(C)N1C(=O)C2(CCCCC2)C1C(=O)NCCN1CCCC1 (centres undefined) | 16% | 0% | 0 | -9% | -13% | -10% | -6%
CCOc1cc(C2CC(=O)Nc3c2c(C)nn3-c2nc(C)cc(C)n2)ccc1O (centres undefined) | -13% | x | 2 | x | x | x | 15%
Cc1ccc(-c2cc(C(=O)NCC(F)(F)F)c3cnn(C)c3n2)c(C)c1 | 7% | -24% | -5 | u | -18% | x | 32%[activator]
CC(CNC(=O)Cn1c(-c2cccs2)cc2cc(Cl)ccc21)c1ccccc1 (centres undefined) | 1% | x | -9 | x | x | x | 3%
Cc1cnc(C(=O)NC2C[C@H]3CC[C@@H](C2)N3C(=O)c2ccnn2C)cn1 (some centres undefined) | 11% | u | 7 | -21% | 1% | -11% | -2%
CCCCOC(=O)N1CCC2(CC1)[C@@H](C(=O)OCC)[C@@H](O)C(=O)N2C | x | u | 5 | -16% | x | x | x
COc1ccc(S(=O)(=O)Nc2ccc(C)n(CC(=O)NCc3ccc(C)o3)c2=O)cc1 | 1% | i | 6 | -7% | -18% | 4% | 1%
CCc1ccc(OCCSc2nc(-c3cccc(C)c3)nc3cc(=O)[nH]n23)cc1 | -6% | x | 11 | x | x | x | 10%
CCc1ccccc1NC(=O)c1cc(S(=O)(=O)N(CC)c2ccccc2)ccc1F | -3% | x | -4 | x | x | x | -25%
O=C(c1ccc(Oc2ccccc2)cc1)N1CCNc2cnc(Nc3cccnc3)nc2C1 | -14% | u | -6 | u | -17% | u | -15%
Cc1cccc(NC(=O)CSc2nc(-c3cccc(C)c3)nc3c2Cc2c(CO)cnc(C)c2O3)c1 | 20% | x | 31 | x | x | x | 10%
O=C(CCC1CCCN(S(=O)(=O)c2ccccc2F)C1)NC1CCCCC1 (centres undefined) | -8% | -25% | 15 | 32µM* | -5% | -3% | -9%
Cc1cccc(N2C(=O)N(Cc3ccc(C(C)(C)C)cc3)c3ccccc3S2(=O)=O)c1 | 2% | x | 2 | x | x | x | 2%
Cc1nn(-c2ccc(F)cc2)c(Oc2ccccc2F)c1CCC(=O)N1CCSCC1 | -5% | u | 5 | u | 4% | -9% | -4%
CN(C)C(=O)c1ccc2nccn2c1 | 2%[87.6 µM] | i | -8 | i | 1%[88.5 µM] | x | -16%[87.6 µM]
COc1ccccc1CC(=O)N1CCC[C@H]1c1nc(-c2ccccc2Cl)no1 | -9% | u | 3 | u | -5% | -1% | 11%
COc1ncnc(NS(=O)(=O)c2ccc(N)cc2)c1OC | u | x | 6 | x | 3% | x | u
Cc1ccc(NC(=O)c2ccc(CN3C(=O)NC4(CCOCC4)C3=O)cc2)cc1C | 2% | -15% | 43 | u | i | 10µM* | 21%
COc1ccc(C(=O)N2CCC3(CC2)CC(CO)N(C(=O)c2ccccc2)C3)cn1 (centres undefined) | 2% | -12% | 4 | u | i | 4% | 19%
Cc1cccc(NC(=O)C(=O)NCCc2sc(-c3ccccc3)nc2C)c1C | 5% | x | -2 | x | x | x | 40%

As a working copy, some entries already given.
SMILES | HEK293 viab | NIH3T3 tox | IP6K1 inhibitor | HEK cytotox | GPT2 inhibitor | Luciferase inh | SNCA expr inhib
Cc1ccccc1-c1cnc2n[nH]c(-c3ccc4c(c3)OCO4)c2n1 | -3%[87.6 µM] | 25µM* | 15 | 45µM* | u | 5%[172 µM] | u
O=C(NCc1ccccc1)c1ccccc1OC1CN(C2CCC2)C1 | 0% | -20% | -9 | u | i | 2% | -21%
CCn1nccc1C(=O)N1CCC2(CC1)CC(OCC1CC1)CCO2 (centres undefined) | -2%[12.5 µM] | -12% | -14 | -13% | i | -6% | -10%
COc1ccc(NC(=O)N[C@H]2[C@H](O)[C@@H](N3CCC(C(N)=O)CC3)[C@@H]3OC[C@H]2O3)cc1 | 13%[87.6 µM] | -4%[174 µM] | 24 | -8%[172 µM] | -15%[88.5 µM] | -20%[172 µM] | u
COCC1CCN(Cc2cc3cc4c(cc3nc2-c2ccc(Cl)cc2)OCO4)C1 (centres undefined) | 3% | u | 0 | u | i | u | 64%[activator]
O=C(c1ccccc1OCC1CCCN(C2CCCC2)C1)N1CCCC1 (centres undefined) | 1% | -12% | -3 | u | i | -4% | -12%
CCc1ccc(NC(=O)C(Cc2ccccc2)NS(=O)(=O)c2ccc3c(c2)c(=O)n(C)c(=O)n3C)cc1 (centres undefined) | -6% | x | 12 | x | x | x | u
O=C(NCc1cccc(F)c1)C1CCN(C(=O)c2ncn3c2COC(c2ccc(F)cc2)C3)CC1 (centres undefined) | 5% | 1% | 2 | 6% | i | 32µM* | 45%[activator]

Remaining list, next part.
SMILES | HEK293 viab | NIH3T3 tox | IP6K1 inhibitor | HEK cytotox | GPT2 inhibitor | Luciferase inh | SNCA expr inhib
CC(C)c1ccc(NC(=O)CN2C(=O)NC3(CCOCC3)C2=O)cc1 | -3% | i | 24 | 0% | i | -11% | -7%
O=C(c1ccco1)n1nc(-c2ccc(Cl)cc2)nc1NCc1ccccc1 | -17% | x | 10 | x | x | x | 103%[activator]
O=C(Nc1cccc(-c2cn3cccnc3n2)c1)c1cc(Br)ccc1Cl | -10% | x | 9 | x | x | x | -23%
CC(=O)N1CCc2ccc(C(=O)N3CCCCCC3)cc21 | 5% | i | 1 | -7% | i | -13% | -12%
CC1CCCCN1C(=O)CN1CCSc2ccccc21 (centres undefined) | -1% | x | 32 | x | x | x | 34%[activator]
Cc1ccccc1CCC1CCCN(C(=O)CCc2cnn(C)c2)C1 (centres undefined) | -1% | u | -1 | u | u | -23% | 58%[activator]
Cc1cccc(CN2CCCOCCNC(=O)CC2)c1 | 4% | -3% | -10 | i | i | -4% | 6%
COCCCn1c(=O)c(C(=O)NC(C)C)nc2cccnc21 | 2%[87.6 µM] | -19%[138 µM] | 34 | -16%[172 µM] | 2%[88.5 µM] | x | -13%[87.6 µM]
COc1cc(F)c(C(=O)N2C[C@@H](C(=O)O)[C@H](c3ccccc3)C2)c(F)c1 | 9% | i | 7 | -5% | i | 5% | 0%
O=C1CC(c2noc(-c3ccc(F)cc3)n2)CN1C1CCCCC1 (centres undefined) | 2% | u | -7 | u | i | -6% | 1%
CCOC(=O)[C@@H]1CN(C(=O)c2ccno2)[C@H]2c3ccccc3O[C@@H]12 | x | u | 16 | -17% | x | x | x
COCC(=O)N1CCN(c2ccc3nnc(-c4ccccc4)n3n2)CC1 | x | -23% | 11 | -12% | x | x | x
CCOC(=O)C1(Cc2ccccc2F)CCCN(C(=O)C(=O)c2ccco2)C1 (centres undefined) | -2% | -29% | 7 | u | i | 0% | 12%
Cc1ccc(NC(=O)CCCn2c(=O)c3cccn3c3ccccc32)cc1C | 2% | x | 10 | x | x | x | 2%
O=C1CO[C@H]2CN(C3CCC3)C[C@H]2N1c1ccccc1 | -3%[87.6 µM] | -8%[230 µM] | -7 | u | i | -12%[230 µM] | -2%[87.6 µM]
Cc1ccc(C2NC(=O)N(CC(=O)N(C)c3cccc(C)c3)C3=C2C(=O)OC3)cc1 (centres undefined) | u | -32% | -6 | -36% | -7% | -16% | -23%
Cc1nc2n(c1C(=O)N1CCC[C@@H]1c1ccc(F)cc1)CCC(Nc1ccccc1)C2 (some centres undefined) | -1%[87.6 µM] | u | 21 | -26%[172 µM] | -2%[88.5 µM] | -3%[172 µM] | -7%[87.6 µM]
